D2 antagonist: HTS Assay for Allosteric Antagonists of the Human D2 Dopamine Receptor: Primary Screen for Antagonists. AID 485344, 2010. inhibition, % at 10 µM. HEK293 TREx D2 cells, calcium flux, dopamine EC80. D(2) dopamine receptor (Homo sapiens), P14416. actives 2% (n = 340,000); in the data active means inhibition above about 30%; further: 0% is about no effect
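Measurement of antagonist activity uses fluorescent calcium dye in inducible HEK293 T-REx D2 cells: 10 s baseline, compound addition with 180 s read, EC80 dopamine addition with a further 180 s read.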
rTrxR1 inhibitor: qHTS Assay for Inhibitors of Mammalian Selenoprotein Thioredoxin Reductase 1 (TrxR1): qHTS; Thioredoxin reductase 1, cytoplasmic (Rattus norvegicus), O89049; actives 1% (n = 390,000); Potency, µM (top dose mostly 114 µM), for the others: at the highest dose activity change, negative = inhibition, actives largely listed as inhibitors; AID 588453, 2011; recombinant rTrxR1, NADPH fluorescence consumption, selenite substrate; further: potency means the concentration at half of the fitted maximal effect; on the % scale 0 is the no-effect control and ±100 the full control effect; nearly all actives have a fitted effect of over 65% in size
Target sequence (O89049 whole entry, looked up): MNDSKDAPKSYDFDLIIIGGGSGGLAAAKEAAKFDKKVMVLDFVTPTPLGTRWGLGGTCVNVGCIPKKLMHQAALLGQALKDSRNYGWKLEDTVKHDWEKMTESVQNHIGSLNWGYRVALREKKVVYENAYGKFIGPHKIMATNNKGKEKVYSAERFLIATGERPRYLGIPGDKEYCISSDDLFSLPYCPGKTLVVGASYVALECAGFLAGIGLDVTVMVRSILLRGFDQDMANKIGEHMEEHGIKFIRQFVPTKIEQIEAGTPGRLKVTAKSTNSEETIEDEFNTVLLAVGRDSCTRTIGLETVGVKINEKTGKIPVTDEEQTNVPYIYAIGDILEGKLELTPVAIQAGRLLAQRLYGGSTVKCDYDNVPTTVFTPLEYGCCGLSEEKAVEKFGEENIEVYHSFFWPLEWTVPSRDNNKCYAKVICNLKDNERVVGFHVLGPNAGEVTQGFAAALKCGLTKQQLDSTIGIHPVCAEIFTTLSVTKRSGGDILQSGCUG
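Rat TrxR1 (90 nM in the dispensed reagent) was pre-reduced with 400 uM NADPH for 5 min at room temperature, then incubated with compound for 15 min. After 400 uM selenite was added, NADPH fluorescence (Ex 340/Em 450 nm) was followed for 8 min.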
IDH1 R132H inh: qHTS for Inhibitors of mutant isocitrate dehydrogenase 1 (IDH1): qHTS. actives 0.093% (n = 390,000). AID 602179, 2012. IDH1-R132H enzyme, NADPH consumption, diaphorase/resazurin fluorescence. Potency, µM (series often up to 76.6 µM), for inactives: at the highest dose activity change, negative = inhibition, usual class: inhibitors; further: potency means the concentration at half of the fitted maximal effect; on the % scale 0 is the no-effect control and ±100 the full control effect; nearly all actives have a fitted effect of over 65% in size
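IDH1-R132H (0.5 ug/mL) preincubated 30 min with compound, then NADPH (0.016 mM) and alpha-KG (2 mM) added; 80 min at RT, pH 7.5. Remaining NADPH coupled via diaphorase/resazurin to fluorescence (540/590 nm); concentration-response curves normalized to no-enzyme control.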
Pin1 inh: qHTS Assay to Find Inhibitors of Pin1. Pin1 FP peptide displacement, HiFluor488, 10 min. Potency, µM (doses to about 115 µM), inactives show at the highest dose activity, negative = inhibition, most hits filed as inhibitors. Peptidyl-prolyl cis-trans isomerase NIMA-interacting 1 (Homo sapiens), Q13526. actives 0.009% (n = 390,000); active means well fitted inhibition curve with a large enough effect in the polarisation, with a control signal flat, not every such curve was filed as active; inconclusive means small, poorly fitted or top-dose-only effect, or effect the other way, or a change in a side signal; inactive means no such curve, though single readings can be large or run the other way; the % refers to the polarisation; further: potency means the concentration at half of the fitted maximal effect; on the % scale 0 is the no-effect control and ±100 the full control effect
Target sequence (Q13526 whole entry, looked up): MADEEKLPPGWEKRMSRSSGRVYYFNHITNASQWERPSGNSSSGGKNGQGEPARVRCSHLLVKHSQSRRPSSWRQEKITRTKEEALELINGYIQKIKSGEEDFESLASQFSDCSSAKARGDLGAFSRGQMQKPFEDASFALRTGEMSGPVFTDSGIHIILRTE
USP1 inh: Inhibitors of USP1/UAF1: Primary Screen | AID 743255, 2014 | actives 0.23% (n = 390,000) | Potency, µM (highest dose often 57.1 µM), for the others: at the highest dose activity change, negative = inhibition, usual class: inhibitors | Ubiquitin carboxyl-terminal hydrolase 1 (Homo sapiens), O94782 | recombinant USP1/UAF1, Ub-Rhodamine cleavage fluorescence; further: potency means the concentration at half of the fitted maximal effect; on the % scale 0 is the no-effect control and ±100 the full control effect; nearly all actives have a fitted effect of over 60% in size; inactives centre near -12
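USP1/UAF1 complex (1 nM) preincubated 15 min at room temperature with compound, then Ub-Rho substrate (150 nM final) added. Kinetic fluorescence at 480/540 nm over 6 reads at 60 s intervals; 50 mM HEPES pH 7.8, 0.5 mM EDTA, 0.1 mg/ml BSA, 1 mM TCEP, 0.01% Tween-20.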
TrxR1 substrate: qHTS Assay for Substrates of Mammalian Selenoprotein Thioredoxin Reductase 1 (TrxR1): qHTS; Thioredoxin reductase 1, cytoplasmic (Rattus norvegicus), O89049; purified TrxR1 substrate turnover, NADPH consumption readout; Potency, µM (top dose mostly 114 µM), without a hit: top-dose activity change, negative = substrate turnover; actives 0.01% (n = 390,000); further: potency means the concentration at half of the fitted maximal effect; on the % scale 0 is the no-effect control and ±100 the full control effect; nearly all actives have a fitted effect of over 50% in size
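Rat TrxR1, dispensed at 90 nM, was prereduced with 400 uM NADPH (final) for 5 min at ~22 deg C, then incubated with compound 15 min before 400 uM selenite. A first-read NADPH fluorescence drop versus no-compound background flagged substrates.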
D2 ag: HTS Assay for Allosteric Agonists of the Human D2 Dopamine Receptor: Primary Screen for Agonists. D(2) dopamine receptor (Homo sapiens), P14416. HEK293 T-REx D2 cells, calcium flux agonist mode. activation, % at 2 µM. actives 0.53% (n = 340,000). AID 485358, 2010;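 active means activation over 3 SD above normal in the single-dose calcium agonist read, cut at about 30% in these data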; further: 0% is about no effect
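Agonism is scored from calcium flux in a force-coupled, inducible HEK293 cell line expressing D2, read kinetically for 180 s after compound addition against dopamine controls.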
TRHR enhancer: qHTS for Small Molecule Agonists and Allosteric Enhancers of Human TRH Receptor: Primary Screen for Enhancers; Thyrotropin-releasing hormone receptor (Homo sapiens), P34981; TRHR cells, fluo-8 calcium fluorescence, EC20 TRH enhancement; enhancement, % at 2 µM; actives 0.66% (n = 360,000); AID 493056, 2011; in the data active means enhancement above about 30%; further: 0% is about no effect
Target sequence (P34981 whole entry, looked up): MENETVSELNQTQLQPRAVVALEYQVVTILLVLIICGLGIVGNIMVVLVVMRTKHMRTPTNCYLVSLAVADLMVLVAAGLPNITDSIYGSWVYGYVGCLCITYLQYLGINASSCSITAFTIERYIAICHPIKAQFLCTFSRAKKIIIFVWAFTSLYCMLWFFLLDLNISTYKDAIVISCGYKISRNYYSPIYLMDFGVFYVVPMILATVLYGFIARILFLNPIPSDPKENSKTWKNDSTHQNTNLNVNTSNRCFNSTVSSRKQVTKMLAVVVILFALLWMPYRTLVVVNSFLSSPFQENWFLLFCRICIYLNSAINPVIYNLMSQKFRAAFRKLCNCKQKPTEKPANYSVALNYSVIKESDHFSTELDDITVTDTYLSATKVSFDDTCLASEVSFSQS
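TRHR-expressing cells loaded with fluo-8 calcium dye were read kinetically (ex 480/em 530) during compound addition, then stimulated with an EC20 of TRH (10 nM final). Enhancement of the Gq-mediated intracellular calcium response was scored.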
TRHR ag: qHTS for Small Molecule Agonists and Allosteric Enhancers of Human TRH Receptor: Primary Screen for Agonists; TRHR cells, calcium flux fluo-8, FDSS agonist mode; Thyrotropin-releasing hormone receptor (Homo sapiens), P34981; activation, % at 2 µM; AID 493084, 2011; actives 0.18% (n = 360,000); in the data active means activation above about 30%; further: 0% is about no effect
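Agonist-mode FDSS calcium read (Ex 480/Em 530, 1 s cycles) in 1536-well TRHR cells with fluo-8 dye, after 10-cycle baseline and 23 nL compound addition; TRH at EC20 (10 nM final) added afterwards for the enhancer phase.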
An asterisk follows results filed as active; ? = inconclusive; . = not tested or not shown; [ ] = remark or other dose. Unless noted, the call rests on the fitted dose curve; in most records, active means well fitted inhibition curve with a large enough effect; inconclusive means small, poorly fitted or top-dose-only effect; inactive means no such curve, though single readings can be large or run the other way.

#	molecule	D2 antagonist	rTrxR1 inhibitor	IDH1 R132H inh	Pin1 inh	USP1 inh
1	CCc1ccccc1Nc1nc(N)nc(CSc2nnnn2C)n1	4	11%	3%	0%	-11%
2	O=S(=O)(CCN1CCOCC1)c1ccc(Cl)cc1	.	16%[57.1 µM]	-2%	1%	-7%
3	CC(=O)c1ccc(Nc2nc(-c3ccccc3)nc3ccccc23)cc1	.	7%	-8%	7%	-18%
4	C=CCN(C(=O)c1csnn1)C(C(=O)NC1CCCC1)c1ccccc1F (centres undefined)	-6	16%	2%	-1%	-24%
5	COc1cccc(N2CC(NC(=O)/C=C\c3ccc4c(c3)OCO4)CC2=O)c1 (centres undefined)	.	19%[57.1 µM]	-9%	-7%	4%
6	O=C(COC(=O)C1CCCCC1)Nc1ccc([N+](=O)[O-])cc1	35*	25%[57.1 µM]	3%	1%	-6%
7	O=C(CCc1nc2ccccc2c(=O)[nH]1)Nc1nnc(SCc2ccccc2F)s1	7	-7%	0%	13%	-1%
8	COc1cc2c(cc1OC)CN(C(=O)CCNC(=O)c1ccccc1Cl)CC2	.	19%	-4%	-3%	-6%
9	O=Cc1ccc(OCC(=O)Nc2ccccc2-c2ccccc2)cc1	-17	4%[57.1 µM]	12%	-1%	-18%
10	COc1cc(C(=O)N/N=C/c2ccc(OC(=O)c3ccccc3Cl)c(OC)c2)ccc1O	2	11%	2%	5%	-11%
11	COc1ccc(-n2c(SCC#N)nc3ccccc3c2=O)cc1	-1	9%	4%	-3%	-10%
12	COc1cccc2cccc(/C=N/n3cnnc3)c12	-17	8%	12%	0%	-21%
13	CCOc1ccc2c(c1)nc(SCC(=O)c1cccs1)n2C	4	?	7%	-4%	-14%
14	CCOC(=O)C1(c2ccccc2)NC(c2ccccc2C)C2C(=O)N(c3ccc4c(c3)OCO4)C(=O)C21 (centres undefined)	-15	18%[57.1 µM]	6%	7%	-11%
15	O=C(CN1CCN(c2ccccc2)CC1)Nc1ccccc1Sc1ccccc1	-1	10%	0%	-3%	-27%

#	TrxR1 substrate	D2 ag	TRHR enhancer	TRHR ag
1	2%	-0.1	-1	0.3
2	10%[57.1 µM]	.	.	.
3	9%	.	.	.
4	-2%	0.9	-4	0.8
5	3%[57.1 µM]	-0.2	12	-0.3
6	8%[57.1 µM]	-1.2	-4	0.6
7	-3%	-0.5	4	0.3
8	1%	.	.	.
9	6%[57.1 µM]	-0.1	-18	0.3
10	-4%	-0.9	0	-0.1
11	-1%	0.4	4	-1.0
12	2%	1.7	-4	-0.2
13	8%	-0.1	-7	-0.5
14	11%[57.1 µM]	0.0	14	1.0
15	5%	0.5	-1	0.4

Molecules from the list above that contain an aryl thioether with sulfur outside any ring (5):
#	molecule	D2 antagonist	rTrxR1 inhibitor	IDH1 R132H inh	Pin1 inh	USP1 inh
1	CCc1ccccc1Nc1nc(N)nc(CSc2nnnn2C)n1	4	11%	3%	0%	-11%
7	O=C(CCc1nc2ccccc2c(=O)[nH]1)Nc1nnc(SCc2ccccc2F)s1	7	-7%	0%	13%	-1%
11	COc1ccc(-n2c(SCC#N)nc3ccccc3c2=O)cc1	-1	9%	4%	-3%	-10%
13	CCOc1ccc2c(c1)nc(SCC(=O)c1cccs1)n2C	4	?	7%	-4%	-14%
15	O=C(CN1CCN(c2ccccc2)CC1)Nc1ccccc1Sc1ccccc1	-1	10%	0%	-3%	-27%

#	TrxR1 substrate	D2 ag	TRHR enhancer	TRHR ag
1	2%	-0.1	-1	0.3
7	-3%	-0.5	4	0.3
11	-1%	0.4	4	-1.0
13	8%	-0.1	-7	-0.5
15	5%	0.5	-1	0.4

Going on with the list.
#	molecule	D2 antagonist	rTrxR1 inhibitor	IDH1 R132H inh	Pin1 inh	USP1 inh
16	O=C(NNC(=S)NC1CCCCC1)c1ccc(Cl)s1	8	-29%[57.1 µM]	1%	1%	-17%
17	CN(C)CCCN(C(=O)c1ccc(S(=O)(=O)N2CCCCCC2)cc1)c1nc2c(F)cccc2s1	-1	12%	-3%	-3%	-4%
18	Cn1c(N)c(C(=O)Nc2c(Cl)cccc2Cl)sc1=S	-2	-1%[57.1 µM]	6%	-3%	-18%
19	COc1ccc([C@H]2CC(=O)C=C(c3ccc(OC)c(OC)c3)C2)cc1	2	4%[57.1 µM]	20%	3%	-23%
20	Cc1cc(C)c(S(=O)(=O)N2CCOC2CNC(=O)C(=O)NCc2ccncc2)c(C)c1 (centres undefined)	-9	-4%	4%	-2%	-14%
21	COc1ccccc1NC(=O)C(C)OC(=O)CCNS(=O)(=O)c1ccc(C)c(C)c1 (centres undefined)	40*	1%	9%	-5%	?
22	COc1cc(/C=N/NC(=S)NCC2CCCO2)cc(OC)c1OC (centres undefined)	-12	11%[57.1 µM]	-6%	1%	-7%
23	CN(Cc1ccccc1)C(=O)C1CCN(Cc2cc3ccccc3n2Cc2ccccc2)CC1	.	17%[57.1 µM]	12%	11%	-13%
24	CCOC(=O)c1sc2nc(C)nc(SCC(=O)N(CC)C3CCS(=O)(=O)C3)c2c1C (centres undefined)	2	1%	16%	3%	-8%
25	O=C1CSC(c2cn(-c3ccccc3)nc2-c2cc3ccccc3o2)N1Cc1ccccc1 (centres undefined)	7	20%	3%	10%	-19%
26	O=C(Nc1ccon1)c1cnc2sccn2c1=O	-68	-30%	4%	1%	-6%
27	COc1cccc(-c2csc(N3CCN(C(=S)Nc4ccccc4OC)CC3)n2)c1	13	8%	5%	52%[activator]	?
28	CC(Oc1cccc(Br)c1)C(=O)NNC(=O)CCS(=O)(=O)c1ccccc1 (centres undefined)	.	18%	12%	8%	-16%
29	O=C(COC(=O)C1CC(=O)N(CCc2ccccc2)C1)c1ccc[nH]1 (centres undefined)	-6	-8%	0%	2%	-21%
30	CCc1ccc(NC(=O)C2CCN(S(=O)(=O)c3c(C)[nH]c(=O)[nH]c3=O)CC2)cc1	-6	-3%[57.1 µM]	-2%	7%	-9%

#	TrxR1 substrate	D2 ag	TRHR enhancer	TRHR ag
16	2%[57.1 µM]	-0.4	-4	0.3
17	-2%	0.5	7	0.2
18	-3%[57.1 µM]	-0.6	3	-0.6
19	-10%[57.1 µM]	-0.4	3	-0.7
20	-5%	0.2	15	0.3
21	-4%	-0.4	-5	-1.1
22	1%[57.1 µM]	-0.1	2	0.0
23	1%[57.1 µM]	0.2	1	0.0
24	11%	0.8	3	1.8
25	15%	0.3	8	0.7
26	40%[activator]	0.5	0	0.6
27	12%[57.1 µM]	-0.7	15	-1.8
28	2%	.	.	.
29	-4%	-0.9	-3	-0.3
30	2%[57.1 µM]	-1.0	-7	0.9

New compounds follow
#	molecule	D2 antagonist	rTrxR1 inhibitor	IDH1 R132H inh	Pin1 inh	USP1 inh
31	O=C(NCC1CCCO1)C(c1cccs1)N(Cc1ccccc1)C(=O)c1ccc(-c2ccccc2)[nH]1 (centres undefined)	10	5%	0%	36%[activator]	-1%
32	CCC(=O)Nc1ccc2c(c1)nc(CCN1CCC(C)CC1)n2C	14	27%	2%	4%	-9%
33	COc1ccc(NC(=O)C2CCCCC2)cc1S(=O)(=O)N1CCOCC1	.	14%	-2%	0%	-4%
34	Cc1c(C)c2c(c(C)c1O)CCC(C)(C(=O)O)O2 (centres undefined)	23	8%	19%	4%	15%
35	COCCN(C(=O)CCC(=O)Nc1nccs1)C(C(=O)NC(C)(C)C)c1ccc(C)cc1 (centres undefined)	-14	5%[57.1 µM]	22%	2%	-3%
36	Cc1ccc(C(=O)N2CCOCC2)cc1S(=O)(=O)Nc1cccc(C)c1C	42*	18%	-5%	1%	2%
37	COc1ccc(C(=O)c2coc3ccc(O)c(CN4CCOCC4)c23)cc1	10	4%	13%	-5%	-23%
38	O=C(Nc1ccc(Cl)c(C(F)(F)F)c1)N1CCCC(O)C1 (centres undefined)	30*	2%	0%	4%	-20%
39	O=C(NC1CCCCC1)c1c(O)nc2sccn2c1=O	.	-1%[57.1 µM]	-8%	?	2%

#	TrxR1 substrate	D2 ag	TRHR enhancer	TRHR ag
31	0%	3.4	-5	0.6
32	15%	0.1	1	0.3
33	4%	.	.	.
34	-4%	1.6	-5	-0.8
35	-4%	0.1	-3	0.1
36	5%	0.4	-2	-0.2
37	0%	-0.3	8	-0.8
38	1%	0.5	-8	-0.2
39	-1%[57.1 µM]	.	1	0.0

Compound activity (PubChem BioAssay)

Not all compounds are listed; rates above refer to the full screens.
